Source: PubChem (several laboratories)
PPARg SRC3 recr: PPARgamma agonists recruiting SRC-3 coactivator, primary screen, biochemical; Peroxisome proliferator-activated receptor gamma (Homo sapiens), P37231; biochemical PPARgamma/SRC-3 coactivator recruitment assay; activation, % at 8 µM; 0.26% of 200,000 active; AID 731, 2007; in the data active means activation above about 23%;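 further: 0% = DMSO and 100% = reference agonist; some compounds past the cut are filed as inactive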
Target sequence (P37231 whole entry, looked up): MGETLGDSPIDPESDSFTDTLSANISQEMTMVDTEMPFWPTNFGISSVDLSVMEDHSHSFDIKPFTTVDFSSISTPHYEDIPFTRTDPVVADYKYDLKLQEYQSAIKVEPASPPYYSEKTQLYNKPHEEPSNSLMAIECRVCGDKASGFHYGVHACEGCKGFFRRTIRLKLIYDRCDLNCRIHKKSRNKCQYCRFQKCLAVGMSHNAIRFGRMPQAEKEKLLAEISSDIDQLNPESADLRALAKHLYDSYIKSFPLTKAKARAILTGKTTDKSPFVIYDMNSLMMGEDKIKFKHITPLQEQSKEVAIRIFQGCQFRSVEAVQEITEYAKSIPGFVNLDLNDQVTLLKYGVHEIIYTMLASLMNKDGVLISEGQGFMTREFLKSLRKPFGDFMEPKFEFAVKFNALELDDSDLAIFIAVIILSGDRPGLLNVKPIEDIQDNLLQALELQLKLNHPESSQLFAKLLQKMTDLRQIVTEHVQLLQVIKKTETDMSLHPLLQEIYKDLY
ROMK primary: ROMK potassium channel modulators, primary screen, cell-based, thallium flux, MLSMR library. AID 1918, 2009. Tet-inducible ROMK, thallium flux fluorescence; actives lie on both sides. ATP-sensitive inward rectifier potassium channel 1 (Homo sapiens), P48048. 2% of 130,000 active. B-score at 10 µM;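 active means signal ratio slope over the read window, or its plate-corrected B-score, at least 3 SD from the plate mean, either direction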;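 further: B-score of the F/F0 ratio slope over 7 to 12 s after thallium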
PMI act satM6P: human PMI activators, high substrate, primary screen, biochemical, fluorescence intensity, near-saturating mannose 6-phosphate; 0.34% of 190,000 active; Mannose-6-phosphate isomerase (Homo sapiens), P34949; coupled PMI enzyme assay, resazurin fluorescence, 20 min; stronger effect = higher value; 1 = untreated enzyme, 0 = substrate-free blank; activation factor at 20 µM;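 active means activation factor of 2 or more at 20 µM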
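Material: human phosphomannose isomerase with PGI, G6PDH, diaphorase coupling enzymes. Quantity: 15 ng/mL PMI. Medium: HEPES pH 7.4 buffer with MgCl2 and Tween-20. Reagent: Near-saturating mannose-6-phosphate, 1.0 mM. Compound: 20 µM single dose. Times: enzyme reaction with compound 20 min at room temperature. Detection: resorufin fluorescence at Ex 544/Em 590 nm.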
PPARg SRC-2 ag: agonists of PPARg-SRC-2 recruitment, primary screen, biochemical, HTS; 0.34% of 200,000 active; activation, % at 8 µM; Peroxisome proliferator-activated receptor gamma (Homo sapiens), P37231; AID 1032, 2008; PPARgamma LBD-SRC-2 recruitment; in the data active means activation above about 22%;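 further: 0% = vehicle and 100% = reference agonist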
Diaphorase act: compounds boosting diaphorase resazurin reduction – biochemical, uHTS, resorufin fluorescence, counter-screen for diaphorase-coupled primary assays, primary screen | Diaphorase/resazurin coupled assay, 16 min; stronger effect = higher value; 1 = vehicle wells, 0 = NADH-free wells | activation factor at 20 µM | 0.005% of 190,000 active | AID 1229, 2008;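 active means diaphorase activity raised at least twofold by the compound at 20 µM; inactive means activation factor below 2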
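Material: purified diaphorase enzyme from Clostridium kluyveri; Also added: 0.114 mM NADH and 0.1 mM resazurin, final amounts; Doses: single compound dose of 20 µM, 1% DMSO final; Times: 16 min enzyme reaction, ambient temperature; Detection: resorufin fluorescence, excitation 544 nm, emission 590 nm; Measure: increased resorufin signal from activators or reducing compounds.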
G6PDH CS: L. mesenteroides G6PDH inhibitors, counter-screen for G6PDH-coupled screening assays, biochemical, Leuconostoc mesenteroides enzyme | Purified L. mesenteroides G6PDH, diaphorase/resazurin coupled fluorescence, 45 min | inhibition, % at 5 µM | 0.12% of 200,000 active | AID 1020, 2008; in the data active means inhibition above about 50%
PMI act: activators of human PMI, primary screen, biochemical, fluorescence intensity, near-Km mannose 6-phosphate; Mannose-6-phosphate isomerase (Homo sapiens), P34949; purified human PMI, coupled resazurin fluorescence, 20 min; stronger effect = higher value; 1 = vehicle control, 0 substrate-free wells; activation factor at 20 µM; 0.005% of 190,000 active; AID 1214, 2008;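 active means activation factor of 2 or more at 20 µM, relative to plate controls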
SRC2 TRFRET art: TR-FRET signal artefacts, primary screen, artefact control for PPARgamma SRC-2 agonist project, biochemical | TR-FRET artefact counter-screen; stronger effect = higher value | TR-FRET ratio at 8 µM | 0.4% of 200,000 active | AID 1049, 2008; in the data active means TR-FRET ratio above about 2000; further: inactives centre near 1500
PPARg SRC-1 ag: PPARgamma agonists recruiting SRC-1 coactivator, primary screen, biochemical | PPARgamma-SRC-1 coactivator recruitment biochemical assay | activation, % at 8 µM | 0.41% of 200,000 active; in the data active means activation above about 19%;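 further: 0% = DMSO and 100% = reference agonist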
S1P3 antag: S1P3 receptor antagonists, primary screen, cell-based; 0.27% of 170,000 active; CHO S1P3 NFAT-BLA reporter, FRET fluorescence, antagonist mode; Sphingosine 1-phosphate receptor 3 (Homo sapiens), Q99500; inhibition, % at 4.98 µM; AID 485, 2006;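 active means inhibition above the plate cutoff, the mean inhibition of test wells on that plate plus 3 SD, cut at about 28% in these data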;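 further: cells challenged with S1P at its EC80 of 0.8 µM; blue over green emission ratio from cleaved BLA substrate after 4 h stimulation; 0% = S1P-stimulated wells and 100% = unstimulated DMSO-only wells; some compounds past the cut are filed as inactive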
Target sequence (Q99500 whole entry, looked up): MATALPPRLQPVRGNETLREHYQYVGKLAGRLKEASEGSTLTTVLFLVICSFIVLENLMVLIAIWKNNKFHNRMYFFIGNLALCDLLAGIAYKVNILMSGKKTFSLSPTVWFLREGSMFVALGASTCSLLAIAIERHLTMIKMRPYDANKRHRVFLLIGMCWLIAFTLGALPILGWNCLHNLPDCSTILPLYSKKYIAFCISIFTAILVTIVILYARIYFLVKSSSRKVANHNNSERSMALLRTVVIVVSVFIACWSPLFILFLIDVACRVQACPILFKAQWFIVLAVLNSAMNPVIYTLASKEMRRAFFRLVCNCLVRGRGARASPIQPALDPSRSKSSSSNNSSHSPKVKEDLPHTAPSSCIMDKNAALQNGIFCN
Diaph inh CS: diaphorase inhibitors and chemical oxidizers, primary screen, counter-screen for diaphorase-coupled primary assays, biochemical, uHTS, resorufin fluorescence | diaphorase resazurin-to-resorufin fluorescence, NADH, 16 min; bacterial (C. kluyveri) enzyme, not human | inhibition, % at 20 µM | 0.69% of 190,000 active;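 active means primary screen inhibition at 20 µM above a set limit, cut at about 50% in these data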;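 further: plate controls were DMSO with full reaction for no effect and wells lacking NADH for full effect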
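Detection: fluorescence of resorufin formed from resazurin, Ex 544/Em 590 nm; test system: Clostridium kluyveri diaphorase enzyme; amount: 0.14 U/mL diaphorase, enzyme working solution; times: 16-min room-temperature incubation before reading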
* = called active by the depositor; . = no result given.

Each structure is followed by: PPARg SRC-2 ag, Diaph inh CS, G6PDH CS, ROMK primary, PMI act satM6P, PPARg SRC3 recr, Diaphorase act, PPARg SRC-1 ag, PMI act, S1P3 antag, SRC2 TRFRET art
- CN(CCCNC(=O)C1CCC(=O)N1Cc1ccccc1Cl)c1ccccc1 (centres undefined)
→ 7.1, 5.0, 3.1, ., 0.9, 8.0, 0.9, 12.4, 1, ., 1627
- O=C(NCCc1c[nH]c2ccccc12)OCCSS(=O)(=O)O
→ 1.9, 15.7, 17.0, -0.15, 0.9, -0.6, 0.8, -5.2, 0.9, -0.8, 1478
- COc1ccc(/C=C2/N=C3CCCCCN3C2=O)cc1
→ 0.7, -0.9, 11.4, ., 1.1, 3.6, 1, -6.9, 1.1, -3.1, 1608
- CC1=C(C(=O)OC(C)C)[C@@H](c2ccc(C)o2)NC(=O)N1
→ -1.5, 0.9, 6.7, -1.35, 1.1, -1.1, 1, 3.4, 1.1, 1.5, 1683
- O=C1CC(NC23CC4CC(CC(C4)C2)C3)C(=O)N1c1ccc2c(c1)OCO2 (centres undefined)
→ 4.0, 14.9, -11.2, ., 0.9, 17.2, 0.9, 4.2, 0.9, -54.8, 1749
- N=c1ccccn1CC(O)COc1ccccc1 (centres undefined)
→ 0.1, 22.2, 1.8, ., 0.8, -2.2, 0.8, 5.3, 1, -17.2, 1400
- CCCCNc1nc(CC)c2c(c1C#N)CCCC2
→ 10.5, -8.0, 7.6, 0.0946, 1.1, 2.6, 1.1, -1.7, 1.1, ., 1534
- COc1ccc(/C=C/C(=O)c2ccc(O)cc2)cc1COc1ccc(F)cc1
→ 3.7, 14.9, 11.1, ., 1, -1.7, 0.9, -6.6, 0.9, ., 1463
- O=C1c2cccc3cccc(c23)C(=O)N1Nc1ccccc1
→ -4.3, 16.7, 15.2, 0.286, 0.8, 3.0, 0.8, -7.8, 0.9, 6.2, 1254
- CCOCCN1CCN(c2c(C)c(C)nc3cc(-c4cc(OC)cc(OC)c4)nn23)CC1
→ 8.0, 4.0, 1.1, -0.428, 0.9, 9.2, 1, -0.6, 0.8, ., 1626

Three compounds out of the list, ordered by SMILES length, smallest number first.
Each structure is followed by: PPARg SRC-2 ag, Diaph inh CS, G6PDH CS, ROMK primary, PMI act satM6P, PPARg SRC3 recr, Diaphorase act, PPARg SRC-1 ag, PMI act, S1P3 antag, SRC2 TRFRET art
- CCCCNc1nc(CC)c2c(c1C#N)CCCC2
→ 10.5, -8.0, 7.6, 0.0946, 1.1, 2.6, 1.1, -1.7, 1.1, ., 1534
- O=C1c2cccc3cccc(c23)C(=O)N1Nc1ccccc1
→ -4.3, 16.7, 15.2, 0.286, 0.8, 3.0, 0.8, -7.8, 0.9, 6.2, 1254
- CC1=C(C(=O)OC(C)C)[C@@H](c2ccc(C)o2)NC(=O)N1
→ -1.5, 0.9, 6.7, -1.35, 1.1, -1.1, 1, 3.4, 1.1, 1.5, 1683

Remaining list, next part
Each structure is followed by: PPARg SRC-2 ag, Diaph inh CS, G6PDH CS, ROMK primary, PMI act satM6P, PPARg SRC3 recr, Diaphorase act, PPARg SRC-1 ag, PMI act, S1P3 antag, SRC2 TRFRET art
- O=C(OCCN=C1NS(=O)(=O)c2ccccc21)C1CC(=O)N(c2ccc(Cl)cc2)C1 (centres undefined)
→ 0.9, 21.2, -13.2, ., 0.9, 0.0, 0.8, -2.0, 0.9, -22.4, 1474
- Cc1oc(-c2ccccc2F)nc1CS(=O)(=O)CC(=O)NCCCN1CCc2ccccc2C1
→ 5.5, 2.1, -26.1, ., 0.9, 11.5, 1, -0.5, 0.9, -0.5, 1575
- Cc1nc2ccc(NC(=O)C(F)(F)F)cc2o1
→ 10.9, 4.5, -24.0, ., 1, 13.6, 1, 1.7, 1, ., 1772
- COc1ccccc1-c1cc(C(F)(F)F)nc(N2CCCCC2)n1
→ 11.2, 15.1, -0.6, -0.232, 0.9, -0.1, 0.8, 3.4, 0.9, ., 1505
- O=C1c2ccccc2C(=O)N1CCc1nc2ccccc2c(=O)n1CCCn1ccnc1
→ 2.0, 5.2, -8.4, ., 1, 2.0, 0.9, -0.7, 1, -8.6, 1320
- COc1ccc(/C(O)=C2/C(=O)C(=O)N(Cc3ccco3)C2c2cccs2)cc1 (centres undefined)
→ 3.1, -19.4, 10.8, -0.0871, 1.2, 7.0, 1.2, 5.9, 1.2, ., 1598
- O=C(CNS(=O)(=O)c1ccc(Br)s1)N1CCC(N2CCCCC2)CC1
→ -1.1, 8.3, 0.1, ., 0.9, -0.6, 0.9, -0.6, 0.9, -26.7, 1421
- CC(C)(C)c1cc(-c2nc(N)nc(N)n2)cc(C(C)(C)C)c1
→ -1.0, 27.1, 12.9, 0.0457, 0.8, -1.9, 0.7, 0.2, 0.7, 10.9, 1536
- O=c1cc(NCc2ccccc2)c2ccccc2o1
→ 2.3, 8.0, -4.9, -0.0998, 1, -2.6, 0.9, 2.2, 0.9, -20.1, 1499
- O=C(Cn1cnc2c(oc3ccccc32)c1=O)N1CCN(c2ccccc2)CC1
→ 9.8, 2.3, -0.7, 0.253, 1.1, 0.1, 1, 3.0, 1.1, ., 1728
- Cc1nn2c3ccccc3n(Cc3ccccc3)c2nc1=O
→ 0.9, -0.7, 5.6, ., 1.1, 3.8, 1, -1.9, 1, ., 1604
- Cc1cccc(C)c1N=Cc1c(O)n(-c2nccs2)c(=O)c2ccccc12
→ 2.5, 18.1, -9.9, ., 1, 3.2, 0.8, -0.6, 0.9, -11.7, 1451
- CC(C)n1nc(C(=O)Oc2cc(Cl)ccc2Cl)c2ccccc2c1=O
→ -5.2, 7.4, 6.8, 0.279, 1, -2.7, 0.9, -5.6, 0.9, 4.8, 1467
- CC(C)Sc1nnc([C@@H]2CCCN2C(=O)OC(C)(C)C)o1
→ -0.4, 9.5, 2.4, -0.0505, 1, -1.8, 0.9, 5.2, 0.9, 12.9, 1529
- CCOC(=O)CSC1=C(C#N)C(c2ccccc2C)C2=C(CCCC2=O)N1 (centres undefined)
→ 2.7, 9.6, 7.2, ., 1.6, 13.9, 0.9, 13.3, 1.3, -2.0, 1569
- CCOc1ccc(/C=N/NC(=O)c2csc(C)c2C)c(OCC)c1
→ 2.8, 8.4, -7.8, 1.28, 0.8, -1.4, 0.9, 4.0, 0.9, -2.6, 1501
- COc1ccc(NC(=O)Cc2c[nH]c3ccccc23)cc1S(=O)(=O)N1CCCCC1
→ 3.8, 19.6, 1.6, -0.179, 1, -1.2, 0.8, -2.3, 0.9, 1.3, 1490
- Nc1ncnc2nc(SCCOc3ccc(Cl)cc3)[nH]c12
→ 1.9, 12.7, 5.0, ., 1.1, 0.6, 0.9, 3.4, 1.1, -14.6, 1554
- CCCCC(C(=O)NC1CCCC1)N(Cc1ccco1)C(=O)Cn1nnc(-c2ccc(F)cc2)n1 (centres undefined)
→ 3.2, -2.5, 9.0, -1.73, 1.1, -12.1, 1, 2.7, 1, ., 1513
- O=C(Cn1cc(C(F)(F)F)ccc1=O)N/N=C/c1cccc(Cl)c1Cl
→ 4.3, -4.9, 12.7, 0.0568, 1.1, 2.3, 1, -3.5, 1.1, -6.6, 1652
- CC(C)CCN(CC(=O)NC(C)(C)C)C(=O)C(=O)Nc1ccc2c(c1)OCCO2
→ 5.5, 0.4, 3.7, -0.616, 1, 4.1, 1, 0.0, 1, -6.3, 1598
- Cc1ccc2cccc(S(=O)(=O)N3CCN(c4cccc(Cl)c4)CC3)c2n1
→ 5.5, 16.6, -1.7, ., 0.8, 0.6, 0.8, -2.3, 0.8, 25.0, 1545
- CC(C)(C)c1cc(NC(=O)c2cccc(S(=O)(=O)N3CCOCC3)c2)no1
→ -13.6, 5.0, -1.9, -0.52, 1.1, -5.8, 0.9, -8.9, 1, 10.2, 1175
- CC(C#N)On1c(SC(C)C#N)nc2ccccc2c1=O (centres undefined)
→ -1.8, -4.0, -3.0, 0.378, 1.2, -17.0, 1, 5.7, 1.1, -40.3, 1474
- Cc1nc2ncnn2c(C)c1CCC(=O)O
→ 3.0, 8.0, -1.0, 0.365, 1, 1.9, 0.9, -5.4, 1, -31.5, 1352
- CC(=O)N(c1ccc(Cl)cc1)c1nc(C)cc(C)c1C#N
→ -2.6, 20.0, 7.6, 0.406, 1, 3.0, 0.8, -3.4, 1, -14.2, 1511
- Cc1ccc(C(C[N+](=O)[O-])c2c(C)[nH]n(-c3ccccc3)c2=O)cc1 (centres undefined)
→ 15.3, 30.2, 12.5, -2.33, 0.7, 9.6, 0.7, 3.5, 0.9, 0.4, 1712
- CCc1nnc(NC(=O)Cc2c[nH]c3ccccc23)s1
→ 11.5, 16.2, 3.7, 0.941, 0.8, 6.3, 0.8, 13.5, 1.2, 0.6, 1832
- Oc1[nH]c2ccccc2c1N=NC(=S)NCC1CCCO1 (centres undefined)
→ 2.1, 9.9, 2.3, ., 1, 5.0, 0.9, 9.8, 0.9, -4.3, 1603
- CCn1c(SCC(=O)NC2CCCCC2C)nnc1-c1ccc(OC)cc1 (centres undefined)
→ 15.7, 4.6, 22.3, -1.25, 1, 7.8, 1, 8.9, 1.1, ., 1474

Structural class, the compounds so far with two or more sulfur atoms
Each structure is followed by: PPARg SRC-2 ag, Diaph inh CS, G6PDH CS, ROMK primary, PMI act satM6P, PPARg SRC3 recr, Diaphorase act, PPARg SRC-1 ag, PMI act, S1P3 antag, SRC2 TRFRET art
- O=C(NCCc1c[nH]c2ccccc12)OCCSS(=O)(=O)O
→ 1.9, 15.7, 17.0, -0.15, 0.9, -0.6, 0.8, -5.2, 0.9, -0.8, 1478
- O=C(CNS(=O)(=O)c1ccc(Br)s1)N1CCC(N2CCCCC2)CC1
→ -1.1, 8.3, 0.1, ., 0.9, -0.6, 0.9, -0.6, 0.9, -26.7, 1421
